Compound activity from PubChem BioAssay.
Vif-A3G inh = blocks the Vif interaction with human APOBEC3G | Q9HC16 | HeLa A3G-eYFP + Vif (tagged APOBEC3G with the HIV-1 protein that degrades it), YFP fluorescence, overnight | Potency, µM (highest dose often 46.1 µM), for the others: top-dose activity, negative = active, hits mostly inhibitors | 410,000 compounds, 0.076% hits;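 also: % is scaled to controls: 0 for no effect and ±100 for the full control effect; nearly all actives have a fitted effect of over 60% in size; hits raise eYFP signal because A3G escapes Vif-driven loss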
Target sequence (Q9HC16 whole entry, looked up): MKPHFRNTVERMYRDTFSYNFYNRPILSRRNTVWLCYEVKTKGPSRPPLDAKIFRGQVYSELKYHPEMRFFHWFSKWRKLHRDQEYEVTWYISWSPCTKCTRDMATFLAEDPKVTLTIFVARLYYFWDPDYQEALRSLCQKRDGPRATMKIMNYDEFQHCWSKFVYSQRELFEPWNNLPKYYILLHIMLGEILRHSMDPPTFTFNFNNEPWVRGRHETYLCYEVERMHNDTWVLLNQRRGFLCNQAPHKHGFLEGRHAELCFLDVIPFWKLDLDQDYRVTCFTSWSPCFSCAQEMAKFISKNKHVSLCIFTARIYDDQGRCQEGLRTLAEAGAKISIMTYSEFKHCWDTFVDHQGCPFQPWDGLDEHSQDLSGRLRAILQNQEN
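Read-out is eYFP fluorescence (Ex 488/Em 500-530) from Vif-expressing HeLa A3G-eYFP cells; more signal means A3G escaped Vif-mediated degradation. Cells plated overnight, compound pinned in, incubated overnight at 37 deg C.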
USP1 inh = blocks the human USP1/UAF1 deubiquitinase complex; AID 743255; recombinant USP1/UAF1, Ub-Rhodamine cleavage fluorescence; Potency, µM (titrated, usually from 57.1 µM), inactives show top-dose activity change, negative = inhibition, most hits filed as inhibitors; O94782; 390,000 compounds, 0.23% hits; also: % is scaled to controls: 0 for no effect and ±100 for the full control effect; nearly all actives have a fitted effect of over 60% in size; inactives centre near -12
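In this screen, compounds sit with the deubiquitinase complex (1nM) for 15 min at room temperature before Ub-Rho is added at 150nM final. Fluorescence rise is then followed for 6 reads every 60 seconds.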
RXFP1 ag = activates the human relaxin receptor RXFP1 | Q9HBX9 | HEK293T-RXFP1 cAMP TR-FRET, 30 min; response scale: percent of porcine relaxin response, buffer zero | Potency, µM (highest dose often 57.5 µM), for the others: at the top dose activation, actives largely listed as activators | 370,000 compounds, 0.3% hits; also: % is scaled to controls: 0 for no effect and ±100 for the full control effect; nearly all actives have a fitted effect of over 60% in size; many of its hits are not listed in these tables
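Agonist response is measured as cAMP accumulation in an RXFP1-transfected HEK293T line under PDE4 inhibition. Values are scaled between buffer-only and 29 nM porcine relaxin, and EC50s come from standard Hill equation fits.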
Vif-A3F inh = blocks the Vif interaction with APOBEC3F | HeLa A3F-eYFP + Vif (tagged APOBEC3F with the HIV-1 protein that degrades it), YFP fluorescence increase | Potency, µM (series often up to 46.1 µM), for the others: at the highest dose activity, negative = active | 390,000 compounds, 0.2% hits | AID 602313; also: % of control where 0% means no effect; nearly all actives have a fitted effect of over 65% in size
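Fluorescence increase (Ex 488/Em 500-530) after overnight compound treatment at 37 deg C flags inhibition of Vif-driven A3F-eYFP loss in stable HeLa A3F-eYFP/Vif cells seeded overnight beforehand.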
TrxR1 inh = rat TrxR1 inhibition. AID 588453. recombinant rTrxR1, NADPH fluorescence consumption, selenite substrate. Potency, µM (series often up to 114 µM), for the others: at the top dose activity change, negative = inhibition, usual class: inhibitors. 390,000 compounds, 1% hits; also: % is scaled to controls: 0 for no effect and ±100 for the full control effect; nearly all actives have a fitted effect of over 65% in size
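Rat TrxR1 (90 nM in the dispensed reagent) was pre-reduced with 400 uM NADPH for 5 min at room temperature, then incubated with compound for 15 min. After 400 uM selenite was added, NADPH fluorescence (Ex 340/Em 450 nm) was followed for 8 min.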
TrxR1 substrate = rat thioredoxin reductase 1 substrate activity | purified TrxR1 substrate turnover, NADPH consumption readout | Potency, µM (titrated, usually from 114 µM), for inactives: at the top dose activity change, negative = substrate turnover | 390,000 compounds, 0.01% hits | AID 588456; also: % is scaled to controls: 0 for no effect and ±100 for the full control effect; nearly all actives have a fitted effect of over 50% in size
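Rat TrxR1, dispensed at 90 nM, was prereduced with 400 uM NADPH (final) for 5 min at ~22 deg C, then incubated with compound 15 min before 400 uM selenite. A first-read NADPH fluorescence drop versus no-compound background flagged substrates.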
RGS4 inhibitor = inhibitors of human regulator of G protein signaling 4; 390,000 compounds, 0.039% hits; AID 504845; Transcreener GDP fluorescence polarization, RGS4-accelerated GTP hydrolysis; Potency, µM (titrated, usually from 114 µM), without a hit: top-dose activity change, negative = inhibition, usual class: inhibitors; also: % is scaled to controls: 0 for no effect and ±100 for the full control effect; nearly all actives have a fitted effect of over 75% in size; some results filed as inactive show a strong effect at the top dose
Target sequence (P49798 whole entry, looked up): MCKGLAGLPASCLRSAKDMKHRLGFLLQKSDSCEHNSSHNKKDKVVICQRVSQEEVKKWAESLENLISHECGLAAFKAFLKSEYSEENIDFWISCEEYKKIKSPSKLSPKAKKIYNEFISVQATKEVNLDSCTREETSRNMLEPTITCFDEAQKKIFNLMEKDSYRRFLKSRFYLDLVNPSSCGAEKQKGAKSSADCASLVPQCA
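MLSMR compounds (23 nl, pin-transferred) preincubated 10 min at room temperature with a 500nM (2x) first reagent, then RGS4 at 900nM (2x) plus Transcreener GDP mix added; fluorescence polarization (620/688 nm) read before and after 90 min at 30 °C.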
mIDH1 inhibitor = blocks human mutant IDH1 R132H enzyme | 390,000 compounds, 0.093% hits | AID 602179 | IDH1-R132H enzyme, NADPH consumption, diaphorase/resazurin fluorescence | Potency, µM (series often up to 76.6 µM), without a hit: top-dose activity change, negative = inhibition, hits mostly inhibitors | O75874; also: % is scaled to controls: 0 for no effect and ±100 for the full control effect; nearly all actives have a fitted effect of over 65% in size
Target sequence (O75874 whole entry R132H, stated change not applied): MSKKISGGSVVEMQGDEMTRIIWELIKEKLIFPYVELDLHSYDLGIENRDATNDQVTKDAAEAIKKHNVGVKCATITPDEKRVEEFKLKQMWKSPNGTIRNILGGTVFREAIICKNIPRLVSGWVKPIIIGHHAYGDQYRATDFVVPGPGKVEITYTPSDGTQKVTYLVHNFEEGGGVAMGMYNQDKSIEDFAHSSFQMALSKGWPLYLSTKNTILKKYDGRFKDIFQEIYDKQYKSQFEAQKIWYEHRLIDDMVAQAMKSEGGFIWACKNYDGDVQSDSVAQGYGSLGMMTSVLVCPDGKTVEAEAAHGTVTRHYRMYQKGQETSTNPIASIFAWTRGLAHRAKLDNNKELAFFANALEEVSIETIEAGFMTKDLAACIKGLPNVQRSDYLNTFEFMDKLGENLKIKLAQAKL
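IDH1-R132H (0.5 ug/mL dispensed) in pH 7.5 Tris buffer was preincubated 30 min with compound, then given a substrate mix of 0.016 mM NADPH and 2 mM alpha-KG for 80 min at room temperature; remaining NADPH was read by diaphorase/resazurin fluorescence.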
ALOX12 inh = ALOX12 (human) lipoxygenase inhibition; P18054; purified 12hLO, xylenol orange hydroperoxide absorbance; Potency, µM (highest dose often 108 µM), without a hit: top-dose activity change, negative = inhibition, most hits filed as inhibitors; 580,000 compounds, 1.1% hits; AID 1671190; also: % is scaled to controls: 0 for no effect and ±100 for the full control effect
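Hydroperoxide product was detected by ferrous iron/xylenol orange as the 573 to 405 nm absorbance ratio. Arachidonic acid at 40 uM (final) was turned over for 30 min at room temperature by 150 nM human 12hLO, pH 7.0 Hepes buffer, after 15 min compound preincubation.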
Active calls of the source: *; ? = inconclusive; nt = not tested or not shown; & = joins results of further samples; [ ] = another dose, or the depositor's remark. Calls follow the shape of the dose curve; as a rule, active = well fitted curve in the direction sought with a large enough effect; inconclusive = small, poorly fitted or top-dose-only effect, or another doubt; inactive = no such curve, though single readings can be large; an effect the other way counts as inactive or inconclusive. Potency is read from the fitted curve at half-maximal effect. Some of the compounds tested (hit frequency here may not be typical).

Compound | Vif-A3G inh | USP1 inh | RXFP1 ag | Vif-A3F inh | TrxR1 inh | TrxR1 substrate | RGS4 inhibitor | mIDH1 inhibitor | ALOX12 inh
O=C(CSc1nccc(=O)[nH]1)Nc1ccc(N2CCOCC2)cc1 | 0.4% | 0.0% | -3.4% | -0.6% | -11.7% | -11.9% | 4.8% | 1.8% | 17.3%
CCn1ncc(C2=NOC(C(=O)NCc3ccc(Cl)cc3)C2)c1C (configuration not stated) | ? | -5.4% | 2.7% | -7.2% | 23.8% | 8.3% | -0.2% | 3.8% | 2.9%
CC(C)(C)OC(=O)N[C@H]1C=C[C@@H](OC(=O)CC(=O)OCC(F)(F)F)C1 | 0.2% | ? | nt | 3.7% | 7.1% | -0.9% | -16.5% | 9.0% | 6.3%
Cc1ccc(CNC(=O)C(=O)NCCC2CCCCN2S(=O)(=O)c2ccccc2)cc1 (configuration not stated) | -5.6% | -13.0% | 1.3% | -2.8% | -5.7% | -10.1% | 0.2% | 5.4% | -20.8%
Cc1ccc(C)c(N2CCN(C(=O)c3ccc(N4CCOCC4)c([N+](=O)[O-])c3)CC2)c1 | 3.0% | ? | 3.5% | -2.5% | 8.3% | -1.0% | 19.9% | -3.8% | -0.8%
CCc1ccc(N2NC(=O)/C(=C/C=C/c3ccco3)C2=O)cc1 | 0.6% | -6.7% | 0.7% | -9.1% | -11.5% | -15.6% | -23.1% | 1.6% | 28.2µM*
Cc1ccc(C(=O)NC(Cc2cccc(F)c2)C(=O)O)cc1 (configuration not stated) | 0.8% | 2.4% | nt | 6.0% | 13.8% | -1.7% | 28.8% | -5.2% | ?
Cc1cc(N2CCN(C(=O)c3ccco3)CC2)nc(-c2ccccc2)n1 | -0.1% | -5.5% | 1.3% | -1.5% | 0.2% | -7.5% | 2.2% | 6.8% | 0.0%
Cc1occc1C(=O)N/N=C/C1=C(N2CCOCC2)C(=C/c2ccc(Cl)cc2Cl)/CC1 | 0.2% | -19.8% | nt | -16.0% | ? | -4.0% | 18.4% | 0.6% | -16.8%
COc1ccccc1NCCC(=O)OCC(=O)Nc1ccccc1Cl | 2.4% | -9.3% | nt | -4.2% | 20.7% | 7.4% | -4.8% | -0.7% | -21.0%
C=CCn1c(SCC(=O)N(CC)c2c(N)n(Cc3ccccc3)c(=O)[nH]c2=O)nnc1-c1ccccc1OC | -1.2% | -15.9% | nt | 0.2% | 23.7% | 11.5% | 7.3% | 2.1% | 5.9%
Cc1cccc(OCC(=O)Nc2ccccc2OCc2cc(=O)n3ccccc3n2)c1 | 7.5% | -15.1% | 3.8% | -0.5% | 7.8%[57.1 µM] | -1.1%[57.1 µM] | 10.8% | 17.4% | -24.6%
CCOc1ccccc1C(=O)Nc1nnc(SCC(=O)Nc2cc(C)on2)s1 | 0.6% | -2.7% | -0.6% | 1.5% | 13.5%[57.1 µM] | 39.2% | -6.3% | -1.1% | 9.5%
CC(C)=CCC/C(C)=C/CNC(=O)C[C@H]1C[C@H](C(=O)N2CCCCC2)[C@@]2(CCc3ccccc3)c3[nH]c4cc(CCC(=O)N(C)C)ccc4c3CCN2C1=O | -0.1% | -22.0% | nt | 4.0% | 15.0% | 3.1% | -9.3% | 11.6% | -15.0%
Nc1cccc(-c2c[nH]c3ncc(-c4cccnc4)cc23)c1 | -1.6% | -18.9% | nt | 10.3% | 48.4%[activator][57.1 µM] | 23.5%[57.1 µM] | -36.4% | -2.4% | nt
CCCOc1ccc(CNC(=O)c2ccc3nc(N4CCOCC4)sc3c2)cc1 | 0.3% | -16.7% | 2.2% | -1.5% | 24.5% | 1.4% | -0.2% | -2.4% | 5.0%[57.4 µM]
Cc1ccc(S(=O)(=O)NCC(=O)N2CCc3ccccc3C2)cc1 | -6.7% | -16.8% | 0.3% | 0.0% | 18.6% | 6.0% | -6.7% | 6.4% | ?
Cc1ccc(CNC(=O)C2CCCN(S(=O)(=O)c3c(C)noc3C)C2)cc1 (configuration not stated) | 0.4% | -9.8% | -0.6% | -1.2% | 4.0% | 4.8% | 15.5% | 2.6% | 19.9%
FC(F)Oc1ccc(NC(=S)NCc2cccnc2)cc1 | 1.1% | -6.6% | 3.9% | 10.5% | -21.8% | 0.8%[57.1 µM] | 42.5% | 12.0% | -0.8%
COc1cc(CN(C(=O)c2ccccc2)c2ccccn2)cc(OC)c1OC | 2.6% | -25.0% | -0.8% | 0.7% | 14.2% | -0.7% | 13.5% | 3.3% | -5.9%
O=C(NCCCN1CCOCC1)c1ccc2nc(Cc3cccc(Cl)c3)oc2c1 | -0.1% | -4.1% | -0.7% | -0.1% | -7.8% | -6.0% | 5.9% | 6.2% | 1.5%
CC1=CCC2C(=O)N(c3ccccc3OC(=O)c3ccccc3F)C(=O)C2C1 (configuration not stated) | 1.4% | -5.5% | 0.4% | 11.4% | 4.6%[57.1 µM] | 10.4%[57.1 µM] | 12.3% | 5.6% | 0.0%
Cc1cc(S(=O)(=O)N(Cc2ccc(C(C)(C)C)cc2)Cc2cccs2)ccc1-n1cnnn1 | -1.1% | -13.6% | 3.7% | -2.3% | 25.5% | 4.1% | -23.1% | -0.7% | 6.6%
COc1ccc(NC(=O)CN(C)C(=O)CN2C(=O)NC3(CCCCC3)C2=O)cc1 | 1.2% | -10.8% | 2.0% | -11.4% | 27.5% | 2.5% | 19.0% | -3.3% | 113.7%[activator]
COC(=O)C(CC(C)C)NC(=O)c1cccs1 (configuration not stated) | 0.0% | -16.1% | -2.7% | 13.0% | 11.2%[57.1 µM] | -10.6% | -6.3% | 3.3% | -2.8%
CCn1c(=O)n(CC2CCC(C(=O)NC(C)C)CC2)c(=O)c2sccc21 (configuration not stated) | 4.0% | -9.2% | 9.7% | 2.1% | 15.9%[57.1 µM] | 4.4%[57.1 µM] | -8.6% | 1.7% | -5.7%
C/C(N)=C(/C#N)C(=O)COC(=O)CNS(=O)(=O)c1ccc2ccccc2c1 | 0.6% | -22.7% | 3.0% | -0.6% | 14.8% | 4.4% | -2.5% | -5.0% | -10.7%
Oc1nc(Nc2ccccc2)sc1/C=C1\C=Nc2ccccc21 | -9.6% | -16.4% | -2.1% | 5.4% | -17.2% | -8.2% | 4.6% | 6.2% | -27.0%
CC(=O)Nc1ccc(S(=O)(=O)N2CCNC(=O)CC2)cc1 | -3.7% | -20.0% | -0.3% | -9.1% | 9.6% | -1.7% | 11.4% | 5.1% | -15.0%
N#C/C(=C\c1ccc(O)c(O)c1)C(=O)Nc1ccccc1 | -14.0%&-27.3% | ? | -1.3% | -22.3% | ? | ? | ? | -9.7% | 50.1µM*

The final four records of the part before open the next one.
Compound | Vif-A3G inh | USP1 inh | RXFP1 ag | Vif-A3F inh | TrxR1 inh | TrxR1 substrate | RGS4 inhibitor | mIDH1 inhibitor | ALOX12 inh
C/C(N)=C(/C#N)C(=O)COC(=O)CNS(=O)(=O)c1ccc2ccccc2c1 | 0.6% | -22.7% | 3.0% | -0.6% | 14.8% | 4.4% | -2.5% | -5.0% | -10.7%
Oc1nc(Nc2ccccc2)sc1/C=C1\C=Nc2ccccc21 | -9.6% | -16.4% | -2.1% | 5.4% | -17.2% | -8.2% | 4.6% | 6.2% | -27.0%
CC(=O)Nc1ccc(S(=O)(=O)N2CCNC(=O)CC2)cc1 | -3.7% | -20.0% | -0.3% | -9.1% | 9.6% | -1.7% | 11.4% | 5.1% | -15.0%
N#C/C(=C\c1ccc(O)c(O)c1)C(=O)Nc1ccccc1 | -14.0%&-27.3% | ? | -1.3% | -22.3% | ? | ? | ? | -9.7% | 50.1µM*
CSc1nc(C)c2c(n1)N(c1ccc(C(F)(F)F)cc1)CC2 | -1.1% | -2.0% | -5.8% | nt | -1.5% | -1.3% | -4.5% | 3.9% | -5.3%
COc1cc2ccnc(C=NO)c2cc1OC | -0.4% | -1.5% | nt | 2.2% | nt | nt | nt | -2.1% | 26.5%
CCc1ccccc1NC(=S)Nc1cc(OC)c(NC(=O)C(C)C)cc1OC | 1.5% | -0.4% | -1.2% | 7.5% | 1.7%[57.1 µM] | 6.4%[57.1 µM] | -9.7% | 3.9% | ?
COCCNC(=O)CCCCCNS(=O)(=O)c1ccc(C)cc1 | -1.6% | -16.1% | 1.5% | 6.1% | 16.1% | 3.5% | -16.2% | 2.3% | 0.0%
COCCCN(C(=O)c1cc(Cl)nc2ccccc12)c1c(N)n(Cc2ccccc2)c(=O)[nH]c1=O | 2.0% | 0.8% | 0.0% | -26.5% | -16.0% | -13.5% | 3.3% | 1.0% | -13.5%&3.8%
O=C(O)c1ccc(CSCc2ccccc2Cl)o1 | 0.0% | -17.3% | 5.4% | 1.2% | 3.3% | -1.1% | ? | -2.4% | -4.5%
CCOC(=O)/C(C(C)=O)=C1/OC(=O)c2ccccc21 | -0.5% | -10.0% | -0.3% | -2.4% | 8.0% | 9.6% | 7.4% | -3.0% | -14.5%
